# Dicer inh = inhibitors of Dicer pre-microRNA processing, primary screen, biochemical, cat-ELCCA, chemiluminescence; Endoribonuclease Dicer (Homo sapiens), Q9UPY3; cat-ELCCA pre-miR-21 Dicer processing; active compounds read high; z-score at 25 µM; 6% of 47,000 active; AID 1347074, 2019; in the data active means z-score above about 3, passing the limit was not always enough;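 further: plate controls were vehicle for no effect and no enzyme for full effect; higher signal means more uncleaved substrate so more Dicer inhibition; strong numbers were not always called active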
# Starred values were filed as active, the others as inactive.
structure,Dicer inh
NC(=O)CN1C(=O)C(O)(CC(=O)c2ccncc2)c2ccccc21 (configuration not stated),1.15
O=C(Cc1ccccc1)c1ccc(Cl)cc1,-0.54
O=C1/C(=C/c2cccs2)CN(Cc2ccccc2)C/C1=C\c1cccs1,0.22
O=C(CCc1ccccc1)NNc1ccccc1C(F)(F)F,-1.64
CCOc1cc(S(=O)(=O)Nc2cccnc2)ccc1Cl,0.88
O=C1/C(=C/c2cn(-c3ccccc3)nc2-c2ccccc2)CCc2ccccc21,-1.53
COC(=O)C1C2C=CC3(CN(c4ccc(Cl)c(F)c4)C(=O)C13)O2 (configuration not stated),-0.07
O=C(c1ccc(-n2cccn2)cc1)N1CCN(c2ncccc2C(F)(F)F)CC1,-1.07
CCOC(=O)C(C)Oc1ccc2c(=O)c(-c3ccc(OC)c(OC)c3)c(C(F)(F)F)oc2c1 (configuration not stated),0.03
Cc1onc(-c2c(F)cccc2Cl)c1C(=O)N1CC(Oc2ccc(Cl)cc2)C1,0.31
NS(=O)(=O)c1ccc(Sc2ccccc2)s1,0.44
CC(=O)NNC(=O)CNC(=O)c1cc(C)cs1,0.57
CCN1C(=O)C2(/C(=C(/O)c3ccc(F)cc3)C(=O)C(=O)N2CCN2CCOCC2)c2ccccc21 (configuration not stated),5.7*
CCOC(=O)CSC(=O)NC(=O)c1snnc1C,-3.81
O=C1CC(c2ccccc2F)c2c(n[nH]c2-c2ccccc2)N1 (configuration not stated),-0.69
COc1ccccc1N1CCN(C(=O)C(C)Oc2ccnc3c(C)ccc(C)c23)CC1 (configuration not stated),3.65*
O=C(ON=C1CCC2(CC1)OCCO2)c1cccc(C(F)(F)F)c1,-4.29
CC1(C)CC(=O)C2=C(C1)NC1=C(C(=O)c3ccccc31)C2c1ccc([N+](=O)[O-])o1 (configuration not stated),5.53*
O=C1CC(N2CCN(c3ncccn3)CC2)C(=O)N1c1ccc(Cl)cc1 (configuration not stated),-0.45
O=c1[nH]nc(Sc2ccc(C(F)(F)F)cn2)n1-c1ccccc1C(F)(F)F,0.49
CCCCC(C)n1[nH]c(=O)c2c(C)cc(C)nc21 (configuration not stated),0.22
COc1cc(OC)cc(-c2nc(-c3cc4cc(OC)ccc4[nH]c3=O)no2)c1,-1.13
CCOc1nc(-c2ccc(OC)cc2)ccc1-c1noc(-c2ccncc2)n1,1.45
Fc1ccc(NC(=S)NNc2c(Cl)cncc2Cl)cc1,1.47
Cc1nnc(N2C(=O)C(O)=C(C(=O)c3cccs3)C2c2ccc(C(C)(C)C)cc2)s1 (configuration not stated),1.13
Cc1noc(-c2ccccc2)c1NC(=O)Nc1ccccc1,-1.84
CN(c1cnn(-c2ccccc2)c(=O)c1Cl)n1cccc1,-0.91
Cc1ccc2ccc(C(Nc3ccccn3)c3ccccc3)c(O)c2n1 (configuration not stated),5.91*
COc1ccc(Oc2coc3cc(OCCc4ccccc4)ccc3c2=O)cc1,1.26
O=C(Nc1nnc(C2CC2)s1)c1cc(-c2ccc(Cl)cc2)oc1C(F)(F)F,-0.94
Cc1cc(OS(=O)(=O)CS(=O)(=O)Oc2cc(C)c(Cl)c(C)c2)cc(C)c1Cl,-0.21
O=c1c2c3c(sc2ncn1Cc1ccc(F)cc1)CCC3,-0.22
CN(C)c1ccc(/C=C/c2nc(-c3ccccc3O)n[nH]2)cc1,2.95
Cc1cccc(OCc2nn3c(Cc4ccccc4)nnc3s2)c1,1
O=C(CC1c2ccccc2Oc2ccccc21)NCc1ccco1,-0.04
O=C(O)c1cc(C(F)(F)F)ccc1Cl,2.12
O=C(Cn1c(=O)sc2ccccc21)Nc1ccccc1Cl,-0.75
CCN(CC)c1ccc(NC(=O)c2ccc(C)cc2)c(N(CC)CC)n1,1.32
O=C(O)c1cccc2cccc(Sc3cccc4cccc(CO)c34)c12,-0.86
CSc1nnc2c(n1)OC(C)Nc1ccccc1-2 (configuration not stated),5.76
CN(C)c1nc(OCCNS(=O)(=O)c2ccccc2)nc(N(C)C)n1,-0.72
CNC(=O)C(=O)NC1CC(C)(C)NC(C)(C)C1,0.24
CCCSC1=C(C#N)C(c2ccc(F)cc2)CC(=O)N1 (configuration not stated),-0.27
Cc1csc(NN=C2CCCCC2)n1,-0.29
Cc1oc2ccc(O)c(Cl)c2c1C(=O)O,0.2
COc1ccc2[nH]cc(CCNC(N)=O)c2c1,-1
CCCOc1ccc(N2C(=O)CC(N3CCOCC3)C2=O)cc1 (configuration not stated),2.97
O=NN(CCCl)C(=O)NCCCl,-0.75
O=C(Nc1cccc(C(F)(F)F)c1)N1CCN(C2c3ccccc3-c3ccccc32)CC1,-0.88
CCCCCc1ccc(CC(=O)O)cc1,1.37
Cc1[nH]n(-c2ccccc2)c(=S)c1/C=N/c1nc(-c2ccccc2)cs1,-2.34
CCOC(=O)c1nc(C)nc(Sc2n[nH]c(-c3ccccc3)n2)c1C,-0.57
COc1ccc(C2=NN3C(C2)c2cc(Cl)ccc2OC3c2ccncc2)cc1 (configuration not stated),9.08*
O=C(O)CCCCCN1C(=O)c2cccc3c(Br)ccc(c23)C1=O,10.6
CCOC(=O)NC(=S)Nc1ccc(C(C)(C)C)cc1Cl,2.68
CN(CCc1ccccn1)C(=O)c1cccnc1Oc1ccccc1,1.2
O=C(O)c1ccccc1C(=O)Nc1ccc(S(=O)(=O)Nc2nccs2)cc1,0.49
NC(=O)c1cccnc1Oc1ccccc1,0.24
Cn1nccc1NC(=O)Nc1cccc(Cl)c1Cl,-0.52
CNc1nc2c(c(=O)n(C)c(=O)n2C)n1CC(O)COc1ccc(OC)cc1 (configuration not stated),6.24

# The list goes on.
structure,Dicer inh
CCCCCC#CC(=O)Nc1nc2cc(C)c(C)cc2[nH]1,0.16
Cc1ccc(S(=O)(=O)N2CCCN(S(=O)(=O)c3ccc(C)cc3C)CC2)c(C)c1,-0.03
N#Cc1c(-c2cccs2)oc(-n2cccc2)c1-c1cccs1,-0.03
CCc1ccc(C2N=C(N)Nc3nc4ccccc4n32)cc1 (configuration not stated),-0.65
S=C(Nc1ccc(Cl)c(Cl)c1)N1CCCCCC1,0.02
COC(=O)c1ccc(C2C(C(=O)OC(C)C)=C(C)NC3=C2C(=O)CCC3)cc1 (configuration not stated),1.02
Cc1ccc(-c2nn3c(C)nnc3s2)cc1NC(=O)c1ccc([N+](=O)[O-])o1,0.49
O=C(Nc1ccc(F)c(Cl)c1)c1nsc(Cl)c1Cl,0.36
CCOC(=O)c1c(NC(=O)CC)sc2c1CC(C)(C)OC2,1.03
Cc1ccc([N+](=O)[O-])cc1S(=O)(=O)N(C)C,-0.29
Cc1cc(C)n(C(=O)CN2C(=O)C3CCCCC3C2=O)n1 (configuration not stated),4.84
COc1ccc(Oc2c(C(F)(F)F)oc3cc(OCC(=O)OC(C)C)ccc3c2=O)cc1,-0.66
FC(F)(F)c1cc(-c2cccs2)n2ncnc2n1,-0.16
Cc1cccc(NC(c2ccccc2)c2ccc3ccc(C)nc3c2O)n1 (configuration not stated),1.67
O=C(Nc1ccc(Cl)cc1)N1CCCC(Cn2cccc2)C1 (configuration not stated),0.16
COc1ccc(C(Nc2cc(C)ccn2)c2ccc3ccc(C)nc3c2O)cc1 (configuration not stated),1.35
COc1cc(OC)c(NC(=O)N2CCOCC2)cc1Cl,-0.78
CCC1(c2ccccc2)NC(=O)N(C)C1=O (configuration not stated),0.16
CC1=C(C(=O)OC(C)C)C(c2cccc3ccccc23)C2=C(CC(C)(C)CC2=O)N1 (configuration not stated),1.01
CSc1cc(C(F)(F)F)c(C(=O)Nc2cccc(C)c2C)cn1,1.78
N#CCSc1nnc(-n2cccc2)s1,-0.71
O=C1c2cccc([N+](=O)[O-])c2C(=O)N1c1ccc(OC(F)(F)F)cc1,-0.86
CCOC(=O)c1c(/N=C/C2=C(O)CC(c3cccs3)CC2=O)sc(C)c1C (configuration not stated),-1.69
Cc1ccc(NC2SC(=O)NC2=O)c(C)c1 (configuration not stated),0.59
Cn1cc(Cl)c(C(=O)NC2CCCCC2)n1,2.4
Clc1ccc(COc2ccncc2)c(Cl)c1,0.99
CCn1c(SCC(N)=O)nnc1-c1oc2nc(-c3ccccc3)cc(-c3ccco3)c2c1N,-2.48
CCOC(=O)C(O)(NC(=O)Nc1ccccc1)C(F)(F)F (configuration not stated),1.37
Cn1cnc(S(=O)(=O)Nc2ccc3c(c2)C(=O)OC3)c1,0.86
CC(C)(C)OC(=O)C1C(=O)CC(C)(O)C(C(=O)OC(C)(C)C)C1c1ccc(Cl)cc1 (configuration not stated),-1.32
CCNc1nc2c(ncn2[C@H]2C[C@H](O)[C@@H](CO)O2)c(=O)[nH]1,0.15
C=CCOc1cccc(C(Nc2ccccn2)c2ccc3cccnc3c2O)c1 (configuration not stated),7.29
COc1ccc(-c2cc(=O)c3cc(F)ccc3o2)cc1,-0.94
CCCCNC(=O)c1cccc2c1-c1ccccc1C2=O,2.53
CCCCSc1nnc2c(n1)OC=Nc1ccc(Br)cc1-2,1.93
Cc1cc(C)c2c(n1)sc1c(Oc3ccc(Cl)cc3)ncnc12,-0.04
Fc1ccc(CSc2ncnc3c2cnn3-c2ccccc2)cc1,-0.45
CC1=CC(C)(C)N2C(=O)C(=O)c3cc(OC(=O)c4ccco4)cc1c32,1.77
Cc1ccc2oc(=O)n(Cc3ccccc3OC(C)C)c2c1,5.1*
O=C1NN=C(c2cccs2)CC1c1ccccc1 (configuration not stated),-0.71
O=C1CC(C(=O)Nc2ccccc2Cl)n2c(nc3ccccc32)N1 (configuration not stated),0.21
CCCN(CCC)S(=O)(=O)c1cccc(-c2cn3cccc(C)c3n2)c1,0.04
CC1CN(C(=O)CCCC(=O)N2CC(C)OC(C)C2)CC(C)O1 (configuration not stated),0.96
O=C1Sc2ccccc2N/C1=C/c1ccccc1,2.93
CSC(=NCCc1ccc(Cl)cc1)NS(=O)(=O)c1ccccc1,0.51

# Retrieved one by one from the entries so far (four):
structure,Dicer inh
O=C1Sc2ccccc2N/C1=C/c1ccccc1,2.93
Cc1cc(C)c2c(n1)sc1c(Oc3ccc(Cl)cc3)ncnc12,-0.04
COc1ccc(-c2cc(=O)c3cc(F)ccc3o2)cc1,-0.94
Cc1ccc2oc(=O)n(Cc3ccccc3OC(C)C)c2c1,5.1*

# New compounds follow:
structure,Dicer inh
CC(=O)Oc1ccc2oc3c(c2c1)C(=O)CCC3,4.75*
c1ccc(-c2nnc3n2-c2ccccc2SC3)cc1,1.49
OCc1noc(-c2ccc(Cl)c(Cl)c2)n1,-0.54
O=C(c1ccc(Sc2ccccn2)c([N+](=O)[O-])c1)N1CC=CCC1,-0.66
CCOc1nc(-c2ccccc2)ccc1-c1noc(-c2cccs2)n1,1.07
CNC(=S)NNC(=O)c1cnn(-c2ccccc2)c1N,-0.24
COc1ccc(-c2c(N)n(-c3ccccc3)c(=O)c3cc([N+](=O)[O-])ccc23)cc1OC,3.43*
CNN1C(=O)c2cccc3cccc(c23)C1=O,-0.3
CNC(=S)N/N=C/c1ccc(N(C)C)cc1,0.19
CCOc1ccccc1C1C2=C(CCCC2=O)Nc2nnnn21 (configuration not stated),2.2
Cc1cc(/C=N\NC(N)=S)c2c(C)ccc(C(C)C)cc1-2,1.9
Cn1c(=O)c2c(nc(-n3ccnc3)n2Cc2ccc(F)cc2)n(C)c1=O,1.42
CCC[C@@H]1C(=O)OC[C@@H]1Cc1cncn1C,-0.32
Cc1ccccc1OCc1nc(-c2cccnc2)no1,-0.52
CC(C)NC(=O)c1cc2n(n1)C(C(F)(F)F)CC(c1cccs1)N2 (configuration not stated),0.9
Cc1cc(S(=O)(=O)c2ccc([N+](=O)[O-])cn2)c(Cl)cc1Cl,-0.85
CCOC(=O)NC(Nc1ccccc1)(C(=O)OCC)C(F)(F)F (configuration not stated),1.13
O=S(=O)(Nc1ccc2c(c1)OCCO2)c1cc(S(=O)(=O)c2ccccc2)cs1,2.38
CC(c1ccccc1)C1CC(=O)N(Cc2ccco2)C1=O (configuration not stated),1.92
N#Cc1c(-c2ccccc2)nc(N/N=C/c2ccco2)[nH]c1=O,0.31
COc1cc2ccccc2c(=O)c2ccsc12,-1.39
Cc1ccc(N2CC(=O)N(NC(=O)CN3CCN(c4ccccc4)CC3)CC2=O)cc1,2.57
Fc1ccc(C2=NN(C(=S)NCc3ccccc3)CCC2)cc1,1.42
CC1OCC/C1=N/OC(=O)Nc1c(Cl)cccc1Cl (configuration not stated),-1.44
CSc1nc(SC)c(C#N)c(-c2cccs2)n1,-0.55
Cc1ccccc1-n1c(=O)n(CCc2ccccc2)c(=O)c2[nH]cnc21,-0.98
S=C(NC1CCCCC1)N1N=C2c3ccccc3CCC2C1c1cccs1 (configuration not stated),-2.84
O=C(/C=C/c1cccs1)NC(=S)NCc1ccccc1,-2.02
N=S(c1ccc(Cl)cc1)c1cccs1 (configuration not stated),0.78
COc1ccc(OC/C(N)=N/C(=S)Nc2ccc(Cl)cc2)cc1,-0.45
CCOC(=O)c1sc2nc3n(c(=O)c2c1C)CCCC3C(=O)OCC (configuration not stated),1.61
Cc1cc(C)n(-c2ncc(-c3ccccc3)nn2)n1,-1.39
COc1ccc(C(=O)NNS(=O)(=O)c2ccc(CNC(=O)c3ccc(Cl)cc3)s2)cc1OC1CCCC1,-0.52
CC1(C)CC(=O)c2cc(C(=O)NC3CCSC3=O)c(=O)n(-c3ccccc3)c2C1 (configuration not stated),-0.31

# An excerpt (hit frequency here may not be typical).
